Screens from PubChem.
ARNT TACC3 PPI – disruptors of human ARNT/TACC3 interaction; Q9Y6A5; AlphaScreen His-ARNT PAS-B/GST-TACC3 binding, luminescence; TACC3 fragment carries E629A point mutation; inhibition, % at 9.99 µM; 0.66% of 390,000 active; AID 623870;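 active = mean inhibition of replicates at least 50% and at least half of replicates each reaching 50%; inconclusive = half or more replicates reach 50% but mean below 50%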;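 also: 0% = complete ARNT plus TACC3 wells and 100% = ARNT alone without TACC3; many hits fall short of the cut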
INS-1E GSIS act – primary screen for activators of insulin secretion dependent on glucose, INS-1E cells, GLuc reporter luminescence | INS-1E GLuc reporter insulin secretion, 2-3 h | activation, % at 16.6 µM | 0.61% of 370,000 active | AID 743287;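 active = lowest replicate activation of at least 40%, so every replicate reaches that level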;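 also: 0% = median of neutral control wells and 100% = median of IBMX positive control wells; some compounds called inactive have numbers as strong as hits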
PAX8 inh HTS – inhibitors of PAX8 transcriptional activity in RMG-I cells | AID 652154 | RMG-I TPO-luciferase reporter, SteadyGlo, 24 h | 1.2% of 360,000 active | inhibition, % at 12.6 µM;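 active = mean replicate inhibition at least 60% with every replicate also reaching 60%; inconclusive = only one of the two criteria is met; inactive = mean below 60% and not all replicates reaching 60%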;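 also: luciferase light reporting Pax8 driven TPO promoter activity; plate controls were median of neutral control wells for no effect and mitoxantrone controls for full effect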
Cneo AK release – causes C. neoformans cell lysis | adenylate kinase release luminescence, 4 h; normalised: neutral wells 0, clomiphene wells 100 | lysis activity, % at 15 µM | 0.2% of 360,000 active | AID 651654;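 active = mean lysis activity across replicates of at least 80%, whatever share of replicates individually reach that level; inactive = mean lysis activity below 80%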
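Test system: log-phase Cryptococcus neoformans yeast cells; Quantity: yeast cell density of 5 × 10^6 cells/mL; Buffer or medium: YPD; Doses: single compound concentration per well; Timing: 4 h at 37 °C static, read 1 h later; Measured by: AK luminescence; Read-out basis: lysis from increased AK signal; Control set: Clomiphene as positive control.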
PGC1a acetyl inh – PGC1a acetylation modulation, inhibitor mode; 0.17% of 350,000 active; inhibition, % at 15.6 µM; AID 651687; U2OS PGC1a acetylation, AlphaScreen anti-acetyl-lysine; with virally co-expressed GCN5 acetyltransferase;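 active = every replicate shows inhibition of at least 40%; inconclusive = mean inhibition at least 40% but some replicate below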;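 also: 0% = neutral control wells and 100% = positive control wells; some results beyond the cut were filed as inactive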
PglD DTNB – PglD (C. jejuni) enzyme inhibition; inhibition, % at 12.5 µM; purified PglD enzyme, DTNB colorimetric CoA detection; 0.098% of 360,000 active; in the data active = inhibition above about 16%, passing the limit was not always enough; inconclusive = no clear call, values can overlap the other calls; also: strong numbers were not always called active
Statin myotox sup – suppressors of simvastatin-induced myotoxicity in C2C12 myotubes; ATP luminescence, 48 h; scaled: DMSO 0, geranylgeraniol control 100; rescue of ATP level, % at 7.49 µM; 0.78% of 330,000 active;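 active = mean ATP rescue above about 67%, or every replicate alone reaching that limit, limit read from the data, passing the limit was not always enough; inconclusive = no clear call, values can overlap the other calls; inactive = mean under the limit and some replicate under it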;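 also: myotubes were challenged with 10 µM simvastatin during compound exposure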
LGR2 antag – blocks bursicon-induced cAMP signaling via Drosophila LGR2. 0.35% of 380,000 active. inhibition, % at 9.99 µM. HEK293 LGR2, CRE-luciferase, bursicon-stimulated, 4 h;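 active = drop in luminescence signal, shown as inhibition above about 50% in the replicate tests, limit read from the data, passing the limit was not always enough; inconclusive = probably only some replicates passing the limit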;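 also: agonist challenge used bursicon conditioned medium at about half maximal strength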
Active calls of the source: *; ? = inconclusive; . = no result given.

SMILES	ARNT TACC3 PPI	INS-1E GSIS act	PAX8 inh HTS	Cneo AK release	PGC1a acetyl inh	PglD DTNB	Statin myotox sup	LGR2 antag
CC12CCC(C(=O)N(NC(=O)c3ccccc3Cl)C1=O)C2(C)C (stereo not drawn)	.	10	-43	2	3	-12	7	4
CO[C@H]1CN(C)C(=O)c2cc(NC(=O)NC(C)C)ccc2OC[C@@H](C)N(CC2CC2)C[C@@H]1C	-7	-3	1	39	8	8	0	15
CN(c1ccc(C(=O)NCCc2ccccc2)cc1)S(C)(=O)=O	-24	14	.	-4	-16	3	-34	18
CC(C)NCC(O)COCCOc1ccc(Br)cc1 (stereo not drawn)	-5	5	-3	.	.	.	5	-1
C[C@H]1CCCCO[C@H](CN(C)C(=O)Nc2ccc(F)cc2)[C@@H](C)CN([C@@H](C)CO)C(=O)c2cc(NC(=O)Nc3ccccc3)ccc2O1	6	-5	-10	1	24	1	11	6
O=C(Cc1ccccn1)NCC[C@@H]1CC[C@@H](NC(=O)Nc2ccc(F)cc2)[C@@H](CO)O1	-3	-1	0	-2	0	7	2	-7
Cc1cccc(NC(=O)CC2SC(=NC3CCCCC3)NC2=O)c1 (stereo not drawn)	2	.	.	1	-1	1	25	.
C[C@H](O)C#Cc1cnc2c(c1)C(=O)N([C@H](C)CO)C[C@@H](C)[C@@H](CN(C)C(=O)Nc1ccc(F)cc1)O2	5	29	.	5	-3	3	-12	-1
CC(=O)Nc1ccc(S(=O)(=O)NCCC(=O)OCCN2C(=O)c3ccccc3C2=O)cc1	-2	6	.	2	6	-2	0	3
O=C(Nc1nc2ccccc2s1)c1ccccc1	-6	-2	-88	-10	0	-1	-31	-13
O=C(CN1C(=O)c2cccc3cccc1c23)Nc1ccc2c(c1)OCO2	-3	.	.	-1	-5	4	7	.
CCN1C(=O)C2C(c3cccc(F)c3)NC(C)(C(=O)OC)C2C1=O (stereo not drawn)	-5	.	.	0	-2	-3	2	.
COC(=O)[C@@]12CCCCN1[C@H](c1ccc(-c3ccc(C(C)=O)cc3)c(OC)c1)[C@@H]1C(=O)N(C)C(=O)[C@@H]12	-2	-32	7	0	-4	-4	15	2
CCOC(=O)c1cc2c(nc1C)-c1cc(Cl)cc(Cl)c1OC2O (stereo not drawn)	5	-6	-6	0	-5	-5	-1	14
O=c1c2cc(-c3ccccc3)sc2ncn1/N=C/c1ccco1	-2	.	.	6	.	-4	-2	.
NC(Cc1ccc(Cl)cc1)c1csc(NC(=O)Nc2ccccc2)n1 (stereo not drawn)	.	.	14	-1	-1	-1	-22	5
COc1ccc(-c2nc3c(c(SCC(=O)Nc4cccc(O)c4)n2)Cc2c(CO)cnc(C)c2O3)cc1	-14	5	88*	-2	-7	1	0	16
O=C(C[C@@H]1C[C@H]2c3cc(NC(=O)CC4CC4)ccc3O[C@H]2[C@@H](CO)O1)NCc1ccc(Cl)cc1	12	-3	8	-2	-1	-2	1	9
COCCNC(=O)C[C@H]1CC[C@@H]2[C@H](COc3ccc(NS(=O)(=O)c4ccc(Cl)cc4)cc3C(=O)N2C)O1	.	9	-3	.	0	.	7	2
COc1ccc(C(=O)CSc2ncnc3nc[nH]c23)cc1	1	-4	-20	0	10	4	.	-11
C[C@H](CO)N1C[C@H](C)[C@@H](CN(C)Cc2ccc(Cl)c(Cl)c2)OCCCC[C@H](C)Oc2ccc(NC(=O)C3CCCCC3)cc2C1=O	-7	-11	.	0	-3	-1	.	20
C/C(CCc1ccc2c(c1)OCO2)=N\N=C1\NC(=O)CC(C(=O)Nc2ccccc2)S1 (stereo not drawn)	20	10	.	3	3	-2	.	.
COc1ccc(CC(=O)Nc2cccc(C(C)=O)c2)cc1S(=O)(=O)N1CCOCC1	9	-2	2	0	-10	0	1	0
CC(=O)N1CCOCC1c1cc(C(=O)Nc2ccccc2)no1 (stereo not drawn)	.	1	-12	2	6	0	-1	-31
CCOc1ccc(OCC)c(S(=O)(=O)n2cc(C)nc2CC)c1	31	0	-1	.	.	.	.	12

Among those listed so far, two have an aryl thioether with sulfur outside any ring:
SMILES	ARNT TACC3 PPI	INS-1E GSIS act	PAX8 inh HTS	Cneo AK release	PGC1a acetyl inh	PglD DTNB	Statin myotox sup	LGR2 antag
COc1ccc(-c2nc3c(c(SCC(=O)Nc4cccc(O)c4)n2)Cc2c(CO)cnc(C)c2O3)cc1	-14	5	88*	-2	-7	1	0	16
COc1ccc(C(=O)CSc2ncnc3nc[nH]c23)cc1	1	-4	-20	0	10	4	.	-11

Laid out differently: entries from further up.
| smiles | ARNT TACC3 PPI | INS-1E GSIS act | PAX8 inh HTS | Cneo AK release | PGC1a acetyl inh | PglD DTNB | Statin myotox sup | LGR2 antag |
| --- | --- | --- | --- | --- | --- | --- | --- | --- |
| C[C@H]1CCCCO[C@H](CN(C)C(=O)Nc2ccc(F)cc2)[C@@H](C)CN([C@@H](C)CO)C(=O)c2cc(NC(=O)Nc3ccccc3)ccc2O1 | 6 | -5 | -10 | 1 | 24 | 1 | 11 | 6 |
| CCN1C(=O)C2C(c3cccc(F)c3)NC(C)(C(=O)OC)C2C1=O (stereo not drawn) | -5 | . | . | 0 | -2 | -3 | 2 | . |

(continued)
SMILES	ARNT TACC3 PPI	INS-1E GSIS act	PAX8 inh HTS	Cneo AK release	PGC1a acetyl inh	PglD DTNB	Statin myotox sup	LGR2 antag
Cc1cc(C(F)(F)F)nc(NCc2cccnc2)n1	24	.	-2	-1	-22	-8	-4	.
COCCNC(=O)C1(C)CCCN(CCSc2ccccc2)C1 (stereo not drawn)	.	53	9	0	1	5	-7	4
CN1C(C(=O)Nc2ccccn2)=C(O)c2sc(Cl)cc2S1(=O)=O	0	2	-9	0	?	-4	-4	-12
CCc1nccn1S(=O)(=O)c1cc(C)c(OC)cc1C	-21	0	.	3	?	-4	7	10
COc1ccc(S(=O)(=O)N(C)C[C@H]2Oc3ccc(NC(=O)Nc4cccc5ccccc45)cc3CC(=O)N([C@@H](C)CO)C[C@@H]2C)cc1	.	2	.	.	-10	.	13	-30
O=C(C[C@H]1C=C[C@@H](NC(=O)C2CCC2)[C@@H](CO)O1)NCCCN1CCOCC1	-5	4	1	-1	-9	0	-4	7
O=C(NCCOc1ccccc1)C1CCCN1C(=O)c1cccs1 (stereo not drawn)	-3	6	.	-2	-12	-2	9	-8
Cn1c(NC(=O)c2ccc(F)cc2)c(-c2ccccn2)c(=O)c2ccccc21	.	8	-17	-2	2	2	.	4
CCC1Oc2ccccc2N(CC(=O)NCC2CCCO2)C1=O (stereo not drawn)	-2	19	-5	1	4	-5	-5	9
CCOc1cc(C(=S)N2CCC(O)CC2)ccc1OS(=O)(=O)c1ccc(Br)cc1	4	-10	.	.	-14	.	-10	-6
CCC(=O)NCCc1cc2ccc(C)cc2[nH]c1=O	7	14	14	-1	0	4	3	-6
CCCCC(CC)C(=O)NCc1ccc(F)cc1 (stereo not drawn)	4	.	-9	-3	-3	-3	18	.
C=CCOc1ccc(/C=C/C(=O)OCC(=O)NC(C)c2ccc(F)cc2)cc1 (stereo not drawn)	-6	1	.	.	18	.	.	0
C[C@@H]1CN([C@H](C)CO)C(=O)Cc2cc(NC(=O)C3CC3)ccc2O[C@@H]1CN(C)Cc1ccc(Oc2ccccc2)cc1	0	-17	.	-1	1	0	-43	7
CC(=O)N(C)C[C@H]1Oc2cc(C3=CCCC3)ccc2S(=O)(=O)N([C@@H](C)CO)C[C@H]1C	3	17	.	15	12	-1	-9	12
Cc1ccc(-c2nnc(Nc3ccc(CC(N)=O)cc3)c3ccccc23)cc1S(N)(=O)=O	12	13	19	-2	-11	-1	8	-4
CCCNC(=O)C[C@H]1CC[C@H]2[C@@H](COC[C@H](O)CN2C(=O)CC)O1	29	10	.	-2	3	-3	-28	-4
COC(=O)c1c(-c2cccnc2)csc1NC(=O)c1ccc2c(c1)OCO2	-1	-20	-157	-1	.	.	.	-53
COc1ccc(C(=O)OCC(=O)N2CC(=O)Nc3ccccc32)cc1Br	-3	12	-3	.	.	.	.	33
CN(CCO)C1=CC(=O)CC(C)(C)C1	6	.	8	-1	-1	5	12	.
COc1cccc2c1OCC(CN1CCN(C3CCCCC3)C(CCO)C1)=C2 (stereo not drawn)	-4	-1	-34	2	3	-3	-9	-14
O=C(Cc1ncon1)Nc1ccc(F)c(F)c1F	-2	-4	2	.	-6	.	-6	7
CN1CCN(S(=O)C23CC4CC(CC(C4)C2)C3)CC1 (stereo not drawn)	3	.	.	-1	6	-7	7	.
CC(=O)N1CCC(N(CCN2CCOCC2)C(=S)Nc2cccc(C)c2)CC1	4	33	-13	.	.	.	.	-4
O=C(COC(=O)CCc1c[nH]c2ccccc12)Nc1cccc(Cl)c1	.	6	5	-19	-3	0	2	-5

Further records follow:
SMILES	ARNT TACC3 PPI	INS-1E GSIS act	PAX8 inh HTS	Cneo AK release	PGC1a acetyl inh	PglD DTNB	Statin myotox sup	LGR2 antag
C[C@@H]1CN([C@@H](C)CO)C(=O)Cc2cc(NS(=O)(=O)c3ccccc3)ccc2O[C@@H]1CN(C)Cc1ccc(Cl)c(Cl)c1	-8	-6	31	85*	-11	1	-3	1
S=C(NCCSCc1ccc(Cl)cc1Cl)Nc1ccccc1	-4	.	.	74	21	0	28	.
COc1ccc(NC(=O)c2ccsc2NC(C)=O)cc1	-3	-19	4	.	5	.	.	-1
C#CCOCCOCCOCCNc1nc(N2CCN(C(=O)CCCCCCCCCCNC(=O)[C@H](CCCCN)n3cc(CCCC(=O)O)nn3)CC2)nc(N2CCN(C(=O)CCCCCCCCCCNC(=O)[C@H](CCCCN)n3cc(CCCC(=O)O)nn3)CC2)n1	4	.	.	9	.	-3	21	.
CC(=O)N1CCC(C(=O)OCc2ccccc2F)(c2ccccc2)CC1	5	3	15	-1	8	1	-2	3
COc1ccc(F)cc1S(=O)(=O)NCC(c1ccc2c(c1)OCO2)N1CCN(C)CC1 (stereo not drawn)	2	-8	-11	.	14	3	7	22
CN(CC(=O)Nc1cccc(F)c1)C(=O)c1cc(-c2ccco2)nc2ccccc12	6	11	12	.	.	.	5	-4
O=C1CCC(C(=O)O)N1 (stereo not drawn)	-7	3	.	0	-2	1	2	-17
c1ccc2nc(-c3ccc(-n4ccnc4)cc3)ccc2c1	-12	7	-87	-5	.	-2	-6	-44
COc1ccc(C2CC(c3cccs3)=NN2C(=O)CSc2nc3c(cnn3-c3ccccc3)c(=O)[nH]2)cc1 (stereo not drawn)	-1	.	4	-1	-3	-4	-3	2
O=C(Nc1ccc(Br)cc1)c1cc(-c2ccncc2)nc2ccccc12	7	.	42	0	-1	0	-20	.
COc1ccc(NC(=O)Nc2ccc3c(c2)C(=O)N([C@@H](C)CO)C[C@@H](C)[C@H](CN(C)C(=O)Nc2ccc(OC)cc2)O3)cc1	-3	5	7	2	15	-1	-17	20
COc1ccc(NC(=O)CN2CCC(C)CC2)c([N+](=O)[O-])c1	14	12	.	-1	-6	0	9	-45
CCCCCCCC(=O)NN1CCOCC1	-4	.	.	2	0	-12	12	.
CCCS(=O)(=O)NC(=O)C1(C)CCN(C(=O)c2ccccc2OC(F)(F)F)C1 (stereo not drawn)	.	0	7	-1	4	-3	6	-3
CN1C(=O)c2cc(NC(=O)c3cccc(F)c3)ccc2OC[C@H]2O[C@H](CC(=O)O)CC[C@H]21	-2	4	29	40	5	-5	-5	12
O=C(Cc1ccc(F)cc1)N/N=C/c1ccncc1	0	12	.	0	9	0	4	16
COC(=O)Cc1ccc(NC(=S)Nc2ccccn2)cc1	4	-10	-112	.	-1	.	.	-9
CCN(C[C@H]1[C@H](c2ccccc2)[C@@H](CO)N1S(C)(=O)=O)C(=O)C1CCCC1	-6	6	4	-2	1	2	-11	-5
